Screening results deposited in PubChem by several laboratories.
S1P3 antagonist: blocks the human S1P3 receptor. AID 485. Q99500. CHO S1P3 NFAT-BLA reporter, FRET fluorescence, antagonist mode. hit rate 0.27% among 170,000. inhibition, % at 4.98 µM;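 active = inhibition above the plate cutoff, the mean inhibition of test wells on that plate plus 3 SD, cut at about 28% in these data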;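 note: cells challenged with S1P at its EC80 of 0.8 µM; blue over green emission ratio from cleaved BLA substrate after 4 h stimulation; 0% = S1P-stimulated wells and 100% = unstimulated DMSO-only wells; some compounds past the cut are filed as inactive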
Target sequence (Q99500 whole entry, looked up): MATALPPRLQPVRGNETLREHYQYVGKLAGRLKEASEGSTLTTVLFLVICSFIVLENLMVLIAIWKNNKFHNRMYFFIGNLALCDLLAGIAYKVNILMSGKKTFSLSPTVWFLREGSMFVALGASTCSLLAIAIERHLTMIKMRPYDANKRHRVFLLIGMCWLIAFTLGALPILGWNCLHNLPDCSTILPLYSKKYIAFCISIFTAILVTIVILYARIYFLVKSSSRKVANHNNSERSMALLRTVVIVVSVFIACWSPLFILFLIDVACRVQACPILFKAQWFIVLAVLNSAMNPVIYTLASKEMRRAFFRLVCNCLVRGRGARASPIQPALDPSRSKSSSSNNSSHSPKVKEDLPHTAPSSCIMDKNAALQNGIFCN
RAM network inh: inhibitors of the yeast RAM network; S. cerevisiae dse1pr::URA3 reporter, 5-FOA growth OD615, 2 d; analog-sensitive cbk1-as2 kinase mutant strain; inhibition, % at 50 µM; hit rate 1.8% among 190,000; AID 868;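 active = inhibition above a set limit, 3 SD over mean compound inhibition, cut at about 8.4% in these data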;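 note: 0% = DMSO-only wells with no growth and 100% = 10 µM 1-NA-PP1 full growth; inhibition rescues growth on 5-FOA so higher OD means more RAM inhibition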
PMI act: increases human mannose-6-phosphate isomerase activity; purified human PMI, coupled resazurin fluorescence, 20 min; active compounds read high; 1 = vehicle control, 0 substrate-free wells; activation factor at 20 µM; hit rate 0.005% among 190,000; AID 1214;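 active = activation factor of 2 or more at 20 µM, relative to plate controls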
Target sequence (P34949 whole entry, looked up): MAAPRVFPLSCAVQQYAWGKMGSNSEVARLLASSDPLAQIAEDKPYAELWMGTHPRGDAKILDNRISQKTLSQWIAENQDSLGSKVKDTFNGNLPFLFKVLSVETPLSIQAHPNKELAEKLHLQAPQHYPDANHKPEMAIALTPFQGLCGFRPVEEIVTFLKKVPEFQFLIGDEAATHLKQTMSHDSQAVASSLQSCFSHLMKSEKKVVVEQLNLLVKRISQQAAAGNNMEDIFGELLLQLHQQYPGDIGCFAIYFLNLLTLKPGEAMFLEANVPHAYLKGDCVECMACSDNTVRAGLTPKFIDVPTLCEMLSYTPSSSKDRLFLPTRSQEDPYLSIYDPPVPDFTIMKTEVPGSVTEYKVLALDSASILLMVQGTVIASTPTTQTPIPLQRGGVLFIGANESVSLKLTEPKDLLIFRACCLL
TNAP inh hi DEA: blocks human TNAP under high phosphate acceptor concentration. P05186. purified TNAP, CDP-star luminescence, 1 M DEA. inhibition, % at 20 µM. hit rate 0.03% among 200,000. AID 1135;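 active = over 50% inhibition of tissue-nonspecific alkaline phosphatase at 20 µM in the single-dose screen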;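 note: plate controls were DMSO wells for no effect and EDTA-quenched wells as full inhibition for full effect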
Hsp70 activator: Hsp70 transcriptional activation, primary screen; HeLa Hsp70 promoter luciferase reporter, luminescence; scaled: vehicle 0, proteasome-inhibitor control 100%; hit rate 0.04% among 200,000; activation, % at 10 µM;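 active = activation above the mean across all tested compounds plus 3 SD, cutoff set per campaign, cut at about 5.5% in these data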;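 note: 100% = MG132 at 30 µM as the positive control and 0% = DMSO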
TNAP inh noacc: TNAP (human) inhibition, acceptor-free conditions; purified TNAP, CDP-star luminescence, 30 min; inhibition, % at 20 µM; hit rate 0.26% among 200,000; P05186; AID 1012;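 active = tissue-nonspecific alkaline phosphatase inhibition above about 50% at 20 µM in the single-dose screen, limit read from the data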;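 note: 0% = DMSO negative control and 100% = EDTA positive control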
Efa HMGR inh: E. faecalis class II HMG-CoA reductase inhibition; purified E. faecalis HMGR, NADPH absorbance 340 nm kinetic; inhibition, % at 10 µM; hit rate 0.41% among 190,000; AID 1066;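 active = inhibition above a set limit, the median over all tested compounds plus 3 SD, cut at about 9.5% in these data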;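 note: enzyme runs in reverse so mevalonate oxidation gives rising NADPH absorbance; 0% = complete reaction with DMSO and 100% = background rate lacking mevalonate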
L major viab: inhibitors of Leishmania major promastigote growth; inhibition, % at 10 µM; hit rate 9% among 200,000; Leishmania major promastigotes, resazurin fluorescence viability; in the data active = inhibition above about 50%;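 note: promastigotes grown with compound for 44 hours at 28 °C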
PMI act satM6P: increases human PMI activity with near-saturating mannose 6-phosphate. P34949. coupled PMI enzyme assay, resazurin fluorescence, 20 min; active compounds read high; 1 = untreated enzyme, 0 = substrate-free blank. activation factor at 20 µM. hit rate 0.34% among 190,000. AID 1216;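 active = activation factor of 2 or more at 20 µM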
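test system = human PMI in coupled enzyme assay | medium = HEPES-buffered pH 7.4 with magnesium and detergent | also added = 1.0 mM mannose-6-phosphate substrate with 0.22 mM NADP+ | compound = 20 µM single dose | times = 20 min incubation at room temperature | measured by = resorufin fluorescence (Ex 544/Em 590 nm) from resazurin via diaphorase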
Redox H2O2 prof: compounds producing H2O2 with reducing agent – biochemical, NIH compound library profiling, artefact control for MLSCN library redox annotation, primary screen; activation, % at 10 µM; DTT-dependent redox cycling H2O2, phenol red/HRP absorbance; 100% = 100 µM peroxide control, 0% = buffer; hit rate 0.03% among 200,000; AID 878;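 active = activation of at least 50% relative to the plate's high and low controls in the primary single-dose screen; inactive = activation below 50%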;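 note: compound incubated with DTT at 0.8 mM final as the reducing agent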
* = called active by the depositor; / = not tested or not shown.

SMILES	S1P3 antagonist	RAM network inh	PMI act	TNAP inh hi DEA	Hsp70 activator	TNAP inh noacc	Efa HMGR inh	L major viab	PMI act satM6P	Redox H2O2 prof
C=CCNC(=O)COc1ccc(Br)cc1Cl	-15	-0.2	1.1	-6	-0.1	-10	-3	-5	1.1	0.5
CSc1ccc(/C=N/NC(=O)c2cc(O)cc(O)c2)cc1	-12	3.2	1	2	-0.2	-11	-2	-7	1	1.2
CC1Cc2cc(/C(O)=C3/C(=O)C(=O)N(CCCn4ccnc4)C3c3ccco3)ccc2O1 (centres undefined)	2	-0.1	1	-7	0.2	-13	-9	-5	1	2.0
CCOC(=O)COc1cccc2c(=O)n(CC(=O)N3CCN(C(=O)OCC)CC3)ccc12	-14	0.5	1.1	2	-0.3	-4	-4	-7	1.1	-0.9
Cc1cc(C)nc(N/N=C/c2sccc2C)n1	-1	2.7	0.9	-3	0.1	-7	-4	-3	0.9	-0.6
CC(C)(C)NC(=O)Cn1c(SCC(N)=O)nc2ccccc21	/	0.5	1	-2	-0.1	-6	/	-4	1.1	1.3
CCCS(=O)(=O)N1CCN(Cc2ccccc2[N+](=O)[O-])CC1	-10	1.7	0.8	0	-0.2	-3	-10	-4	0.9	-1.6
COc1ccc(/C=N/NC(=O)CN2CCS(=O)(=O)CC2)cc1	/	0.3	0.9	-6	-0.2	-13	3	-2	1	1.8
COc1ccc(C)cc1N(C(=O)c1ccc(F)cc1)c1nc2ccccc2s1	1	3.0	0.9	2	-0.1	2	1	25	0.9	0.2
CC(C)CCNC(=O)C(c1cccnc1)N(CCc1ccccc1)C(=O)Cn1nnc2ccccc21 (centres undefined)	/	3.2	1	-5	-0.4	-8	-13	9	1.1	1.5
Cc1cc(C(=O)CSc2nnc(-c3cccnc3)n2-c2ccccc2F)c(C)n1C	-9	0.9	/	/	-0.2	/	-2	36	/	2.3
COc1ccccc1OCCC(=O)OCC(=O)NC(=O)NC(C)(C)C	/	2.0	0.9	-3	0.0	-6	-2	-6	0.8	-0.8
COc1ccc(C(C(=O)NCc2ccccc2)N(Cc2cccs2)C(=O)c2cnccn2)cc1 (centres undefined)	/	1.1	0.9	-5	-0.2	-5	1	1	0.9	-0.8
CC1(C)CC(=O)c2sc(NC(=O)C(C)(C)C)nc2C1	-10	0.0	1.1	-9	0.4	-11	0	-2	1.1	-1.6
CC(NC(=S)Nc1ccccc1Cl)C(c1ccccc1)N1CCOCC1 (centres undefined)	-4	0.0	1	-1	-0.3	-2	-5	18	1.1	0.6

In a second layout: 12 of the compounds above
Structure | S1P3 antagonist | RAM network inh | PMI act | TNAP inh hi DEA | Hsp70 activator | TNAP inh noacc | Efa HMGR inh | L major viab | PMI act satM6P | Redox H2O2 prof
C=CCNC(=O)COc1ccc(Br)cc1Cl | -15 | -0.2 | 1.1 | -6 | -0.1 | -10 | -3 | -5 | 1.1 | 0.5
CSc1ccc(/C=N/NC(=O)c2cc(O)cc(O)c2)cc1 | -12 | 3.2 | 1 | 2 | -0.2 | -11 | -2 | -7 | 1 | 1.2
CC1Cc2cc(/C(O)=C3/C(=O)C(=O)N(CCCn4ccnc4)C3c3ccco3)ccc2O1 (centres undefined) | 2 | -0.1 | 1 | -7 | 0.2 | -13 | -9 | -5 | 1 | 2.0
CCOC(=O)COc1cccc2c(=O)n(CC(=O)N3CCN(C(=O)OCC)CC3)ccc12 | -14 | 0.5 | 1.1 | 2 | -0.3 | -4 | -4 | -7 | 1.1 | -0.9
Cc1cc(C)nc(N/N=C/c2sccc2C)n1 | -1 | 2.7 | 0.9 | -3 | 0.1 | -7 | -4 | -3 | 0.9 | -0.6
CC(C)(C)NC(=O)Cn1c(SCC(N)=O)nc2ccccc21 | / | 0.5 | 1 | -2 | -0.1 | -6 | / | -4 | 1.1 | 1.3
CCCS(=O)(=O)N1CCN(Cc2ccccc2[N+](=O)[O-])CC1 | -10 | 1.7 | 0.8 | 0 | -0.2 | -3 | -10 | -4 | 0.9 | -1.6
COc1ccc(/C=N/NC(=O)CN2CCS(=O)(=O)CC2)cc1 | / | 0.3 | 0.9 | -6 | -0.2 | -13 | 3 | -2 | 1 | 1.8
COc1ccc(C)cc1N(C(=O)c1ccc(F)cc1)c1nc2ccccc2s1 | 1 | 3.0 | 0.9 | 2 | -0.1 | 2 | 1 | 25 | 0.9 | 0.2
CC(C)CCNC(=O)C(c1cccnc1)N(CCc1ccccc1)C(=O)Cn1nnc2ccccc21 (centres undefined) | / | 3.2 | 1 | -5 | -0.4 | -8 | -13 | 9 | 1.1 | 1.5
Cc1cc(C(=O)CSc2nnc(-c3cccnc3)n2-c2ccccc2F)c(C)n1C | -9 | 0.9 | / | / | -0.2 | / | -2 | 36 | / | 2.3
COc1ccccc1OCCC(=O)OCC(=O)NC(=O)NC(C)(C)C | / | 2.0 | 0.9 | -3 | 0.0 | -6 | -2 | -6 | 0.8 | -0.8

Other results
SMILES	S1P3 antagonist	RAM network inh	PMI act	TNAP inh hi DEA	Hsp70 activator	TNAP inh noacc	Efa HMGR inh	L major viab	PMI act satM6P	Redox H2O2 prof
CCOC(=O)c1c(NC2=NS(=O)(=O)c3ccccc32)sc2c1CCCCC2	-27	4.0	0.9	3	-0.2	-9	-4	4	0.8	0.3
CCCCc1ccc(-c2nc(N)n[nH]2)cc1	-9	-0.7	1	-2	0.3	11	1	1	0.8	-1.3
c1ccc(-c2nnc3n2NC(c2ccc4c(c2)OCO4)S3)cc1 (centres undefined)	8	0.7	0.8	-5	0.7	0	-8	17	0.8	7.4
CCOc1ccc(C(=O)SC2=NCCS2)cc1	/	0.3	0.9	2	-0.4	-6	-1	-3	1	0.1
CCC(Sc1ncccc1C(=O)Oc1cccc([N+](=O)[O-])c1)C(=O)Nc1ccccc1OC (centres undefined)	9	2.2	0.8	0	-0.3	-2	-7	-1	0.9	0.1
COc1nc(OC)nc(N2CCC(C(=O)NC3CCCCCC3)CC2)n1	-48	3.0	1	-4	-0.1	-17	-4	1	1	1.7
O=C(COC(=O)c1ccncc1)Nc1cccc(Cl)c1	/	2.3	0.9	1	-0.1	-5	2	-9	0.8	2.7
Cc1ccc(Cn2c(N)c(S(=O)(=O)c3cccs3)c3nc4ccccc4nc32)cc1	/	1.1	0.9	-1	0.0	-6	2	-5	0.8	-2.2
CCc1nnc(NC(=O)C2CCN(c3nc(C)cc(C)n3)CC2)s1	7	0.3	1.3	-6	0.0	-12	0	2	1.2	0.0

Whole records from above.
CCOc1ccc(C(=O)SC2=NCCS2)cc1 is entered as S1P3 antagonist: /; RAM network inh: 0.3; PMI act: 0.9; TNAP inh hi DEA: 2; Hsp70 activator: -0.4; TNAP inh noacc: -6; Efa HMGR inh: -1; L major viab: -3; PMI act satM6P: 1; Redox H2O2 prof: 0.1
Cc1ccc(Cn2c(N)c(S(=O)(=O)c3cccs3)c3nc4ccccc4nc32)cc1 is entered as S1P3 antagonist: /; RAM network inh: 1.1; PMI act: 0.9; TNAP inh hi DEA: -1; Hsp70 activator: 0.0; TNAP inh noacc: -6; Efa HMGR inh: 2; L major viab: -5; PMI act satM6P: 0.8; Redox H2O2 prof: -2.2
